CSN deneddyl inh – CSN deneddylation inhibition; Purified CSN, SCF-Nedd8-OG deneddylation, fluorescence polarization; hit rate 0.38% among 360,000; inhibition, % at 12.5 µM; AID 651999;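 active means pattern-corrected inhibition above about 35%, with an unprinted fluorescence ratio check between 0.5 and 1.5, limit read from the data, passing the limit was not always enough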;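 further: 0% = enzyme with substrate and 100% = substrate without enzyme; some results filed as inactive read as strong as hits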
Target sequence (Q92905 whole entry, looked up, one chain of several): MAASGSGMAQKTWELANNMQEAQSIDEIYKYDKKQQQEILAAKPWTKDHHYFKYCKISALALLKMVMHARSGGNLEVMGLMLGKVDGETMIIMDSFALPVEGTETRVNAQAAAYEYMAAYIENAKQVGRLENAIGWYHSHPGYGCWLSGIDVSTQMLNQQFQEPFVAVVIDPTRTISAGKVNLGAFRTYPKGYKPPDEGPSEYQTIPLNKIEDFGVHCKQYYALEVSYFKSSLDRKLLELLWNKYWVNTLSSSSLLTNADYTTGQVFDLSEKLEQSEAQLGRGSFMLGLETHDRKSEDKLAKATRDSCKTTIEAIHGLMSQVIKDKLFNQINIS
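Assay system: purified human Csn5 enzyme expressed in HEK293T cells; Input: 0.24 nM Csn5 enzyme, final concentration; Reagent: 10 nM SCFSkp2-Nedd8OG; Compound dosing: 12.5 µM single point; Times: reaction 90 min, room temperature; Technique: fluorescence polarization readout.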
Rpn11 inh – inhibitors of human proteasome Rpn11; O00487; human 26S proteasome, Ub4-pepOG fluorescence polarization; 20S core pre-blocked with epoxomicin; hit rate 0.59% among 360,000; calls only at 20 µM;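 active means inhibition at 20 µM, scaled to each plate's controls, above about 33%, limit read from the data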
E coli Lon inh – inhibits E. coli Lon protease; purified E. coli Lon protease, fluorescence polarization; hit rate 0.42% among 360,000; inhibition, % at 7.94 µM; AID 602123; P0A9M0; in the data active means inhibition above about 13%, passing the limit was not always enough;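 further: 0% = enzyme with probe and DMSO and 100% = no enzyme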
Target sequence (P0A9M0 whole entry, looked up): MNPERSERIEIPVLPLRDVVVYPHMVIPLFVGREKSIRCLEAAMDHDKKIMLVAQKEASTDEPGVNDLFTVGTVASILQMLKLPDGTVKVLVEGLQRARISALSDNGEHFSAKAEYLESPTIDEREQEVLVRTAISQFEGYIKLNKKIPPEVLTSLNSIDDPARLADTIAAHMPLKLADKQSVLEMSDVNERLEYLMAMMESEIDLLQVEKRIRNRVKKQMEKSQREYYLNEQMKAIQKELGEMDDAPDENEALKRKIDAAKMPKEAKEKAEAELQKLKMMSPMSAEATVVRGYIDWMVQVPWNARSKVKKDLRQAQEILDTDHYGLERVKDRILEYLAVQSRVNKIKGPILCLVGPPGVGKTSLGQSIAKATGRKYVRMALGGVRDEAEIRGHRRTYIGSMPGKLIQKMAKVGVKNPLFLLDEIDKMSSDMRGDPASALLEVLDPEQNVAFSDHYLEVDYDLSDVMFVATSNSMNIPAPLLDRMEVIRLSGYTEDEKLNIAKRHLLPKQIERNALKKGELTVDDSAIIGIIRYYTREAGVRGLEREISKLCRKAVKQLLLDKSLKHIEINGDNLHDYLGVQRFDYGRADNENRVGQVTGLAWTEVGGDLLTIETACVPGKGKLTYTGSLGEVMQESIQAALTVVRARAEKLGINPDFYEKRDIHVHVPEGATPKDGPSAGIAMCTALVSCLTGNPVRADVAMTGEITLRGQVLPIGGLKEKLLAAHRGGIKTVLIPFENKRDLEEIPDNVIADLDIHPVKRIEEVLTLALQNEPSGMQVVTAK
MT1-MMP act inh – blocks activation of human MT1-MMP. HT1080 RFP-PRO-GFP cells, GFP/RFP ratio fluorescence, overnight; percent of plate control window, DMSO zero. AID 651647. hit rate 0.061% among 360,000. P50281. GFP/RFP ratio change, % at 20 µM;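 active means GFP/RFP ratio change of at least 30% with cell ATP level not reduced by more than half and red fluorescence within 50% of control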; further: strong numbers were not always called active
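system = RFP-PRO-GFP reporter HT1080 cells | dosing = 20 µM single dose, 1% DMSO | timing = overnight cell settling, then overnight compound exposure, 37 °C, 5% CO2 | read-out basis = GFP/RFP fluorescence ratio | controls = DMSO and RFP-L50D-GFP cell wells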
MsrA inh – inhibitors of bovine MsrA; hit rate 0.75% among 360,000; purified bovine MsrA, absorbance read-out; inhibition, % at 15.5 µM; in the data active means inhibition above about 4.5%;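 further: 0% = vehicle wells with enzyme and 100% = reference inhibitor wells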
Rin1 Abl inh – blocks binding of human Rin1 to Abl; TR-FRET Rin1/Abl binding, biochemical; AID 588664; P00519+Q13671; hit rate 0.4% among 360,000; inhibition, % at 7.35 µM; in the data active means inhibition above about 5%, passing the limit was not always enough
PABP1 MLLE inh – inhibitors of microRNA-mediated deadenylation, human PABP1 MLLE binding; P11940; GST-MLLE / FITC-PAM2 fluorescence polarization; inhibition, % at 20 µM; hit rate 0.36% among 360,000; in the data active means inhibition above about 35%, passing the limit was not always enough;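 further: plate controls were DMSO wells with GST-MLLE for no effect and wells lacking GST-MLLE protein for full effect; some results filed as inactive read as strong as hits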
bovine MsrA act – bovine methionine sulfoxide reductase A activation. purified bovine MsrA, absorbance read-out. activation, % at 10.6 µM. hit rate 0.3% among 360,000. AID 602163; in the data active means activation above about 7.5%;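 further: 0% = vehicle and 100% = reference activator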
FAS TE block – FAS thioesterase (human) inhibition; P49327; recombinant FAS-TE, OMFH fluorogenic substrate, fluorescence endpoint; inhibition, % at 15 µM; hit rate 0.67% among 360,000;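 active means compounds whose normalised, plate-corrected inhibition of enzyme fluorescence in the single-dose primary screen is 50% or more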;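 further: 0% = DMSO with enzyme and 100% = substrate without enzyme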
Starred values were filed as active, the others as inactive; i = inactive; x = not tested or not shown; & = joins results of further samples.

SMILES	CSN deneddyl inh	Rpn11 inh	E coli Lon inh	MT1-MMP act inh	MsrA inh	Rin1 Abl inh	PABP1 MLLE inh	bovine MsrA act	FAS TE block
Cc1ccc2c(c1)C1(SC(C)C(=O)N1c1ccc(Cl)cc1)C(=O)N2 (stereo not given)	-2	i	7	-4	-1.5	3	-13	-2	-8
Cc1ccnc(NC(=O)CC(c2ccccc2)c2ccccc2)n1	-1	i	-3	-3	0.9	1	-7	-3	-4
CCOC(=O)c1sc(N/N=C/c2ccc(N(C)C)cc2)nc1C	3	i	-8	5	2.1	-2	-51	-6	4
COCCN(Cc1cc2cc(C)ccc2n2nnnc12)C(=S)Nc1cccc(C)c1	12	i	0	-2	0.6	1	-98	-3	30
Cc1cc(N2CCOCC2)n2nc(-c3cccc(F)c3)cc2n1	5	i	4	1	1.2	-5	12	-2	0
CCCS(=O)(=O)N1CCN(Cc2ccccc2OCC)CC1	0	i	-5	0	0.0	1	0	-3	1
O=C(CNC(=O)c1ccco1)N/N=C/c1ccc(C(=O)O)cc1	1	i	3	0	-0.3	1	1	-11	-6
CCn1c(O)c(C=Nc2ccccc2)oc1=S	3	i	0	-6	1.2	-2	11	-5	0
Cc1ccc(C)c(OC(=O)c2cccnc2)c1	0	i	3	-3	x	0	-9	-2	-1
COc1cc(C(=O)N2CCN(Cc3ccccn3)CC2)cc(OC)c1OC	2	i	9	11	-0.6	6	12	-4	-1
CN(Cc1ccccc1)C(=O)c1nc2ccccn2c1CNCCOc1cccnc1	1	i	-5	1	-0.4	-4	3	-4	-6
COc1ccccc1NC(=O)CSc1nc2ccccc2nc1N1CC(C)OC(C)C1 (stereo not given)	-4	i	3	-5	0.5	-6	-4	0	19
C[C@H](CO)N1C[C@H](C)[C@H](CN(C)C(=O)Nc2ccc(F)cc2)Oc2ccc(NC(=O)NC3CCCCC3)cc2CC1=O	-1	i	-7	-1	-1.8	1	13	-3	-9
Nc1c(Cl)cc(Cl)cc1C(=O)OCC(=O)NC1CC1	0	i	-2	-3	1.5	-1	7	-10	-5
CCOc1ccc(NC(=O)CSc2nnc(C)n2CC2CCCO2)cc1 (stereo not given)	1	i	3	2	-0.3	-3	16	-1	-2
COc1ccc(Cl)cc1NC(=O)Cn1c(=O)oc2ccccc21	1	i	6	0	-0.7	-1	11	-3	0
COc1ccc(CC(=O)N2CCN(c3ccccc3OC)CC2)cc1	-1	i	-6	5	2.0	-2	4	-4	0
CCCc1cc(=O)oc2cc(OCC(=O)NC(Cc3ccc(Cl)cc3)C(=O)O)ccc12 (stereo not given)	-3	i	-5	-2	1.4	1	-7	1	-1
COc1ccc(N/C=C\C(=O)c2ccc3ccccc3c2)cc1	-2	i	6	3	0.1	0	-11	1	-6
CN(C)c1ccc(/C=C2\SC(=O)N(CC(O)Cn3c4ccccc4c4ccccc43)C2=O)cc1 (stereo not given)	-6	i	-21	-25	-0.3	-3	-58	-2	-4
O=C(CCCCCn1c(=S)[nH]c2ccc(N3CCOCC3)cc2c1=O)NC1CCN(Cc2ccccc2)CC1	1	i	2	0	1.5	-8	-30	-3	-2
CC(C)(C)OC(=O)NCCCCC1=CC2=CC(=O)C(C)(O)C(=O)C2=CO1 (stereo not given)	8	i	-1	-1	0.2	5	-24	-2	-13
CCOC(=O)c1c(-c2ccccc2)nc2cc(C)ccn12	-1	i	2	2	0.1	-1	0	-7	-1
COC(=O)C1=C(O)/C(=C\c2cc(C)n(-c3ccc(F)cc3)c2C)N=C1C	-2	i	5	-8	2.4	3	10	-4	-6
Cn1ccc(C(=O)OCC(=O)Nc2cccc(Cl)c2)n1	2	i	-6	-3	-0.8	2	3	0	-6
COc1ccccc1-c1c(C)nn2c(C)cc(C)nc12	0	i	-1	0	0.3	0	4	-2	-3
O=CN1CCN(C(=O)C(=O)c2cn(CC(=O)N3CCCCC3)c3ccccc23)CC1	1	i	1	-1	2.9	-2	-6	-1	-4
CCOCCCn1c(=NC(=O)c2cccnc2)c(C(=O)OCC)cc2c(=O)n3ccccc3nc21	4&0	i	-12&-2	2&3	1.1&2.6	-6&-7	0&10	-5&-1	32&28
O=C(/C=C/c1cccc(Cl)c1)Nc1ncccn1	-9	i	6	-4	0.1	-3	-6	-1	-12
Cc1cccc(C)c1N1CCN(c2nc(N(C)C)oc(=O)c2C#N)CC1	0	i	5	-4	-0.7	2	14	-1	56*
CSc1nsc(SCC(=O)Nc2nncs2)n1	3	i	-1	-4	0.1	-4	11	-2	-2
Cn1c(=O)[nH]c(=O)c2c1nc(N1CCN(CCO)CC1)n2Cc1ccccc1Cl	0	i	-9	-1	-0.1	-3	-1	-1	-1
CCCCn1c(CNC(=O)Cc2ccccc2)nc2ccccc21	-4	i	-13	0	0.4	2	5	-3	-4
COc1cccc(CN2CCN(C(=O)c3cccc(OC)c3)CC2)c1	-5	i	-7	0	-0.7	3	-16	-2	-2
CCCOc1ccc(C(=O)Nc2ccc(Cl)cn2)cc1	4	i	-3	1	-0.2	5	6	-4	4
CC(C)CN1CCNC(=O)C1CC(=O)NCCc1ccc(C(F)(F)F)cc1 (stereo not given)	4	i	0	-5	1.1	3	-6	-1	2

Sorted by count of non-hydrogen atoms (largest number first): some entries from above.
SMILES	CSN deneddyl inh	Rpn11 inh	E coli Lon inh	MT1-MMP act inh	MsrA inh	Rin1 Abl inh	PABP1 MLLE inh	bovine MsrA act	FAS TE block
O=C(CCCCCn1c(=S)[nH]c2ccc(N3CCOCC3)cc2c1=O)NC1CCN(Cc2ccccc2)CC1	1	i	2	0	1.5	-8	-30	-3	-2
CC(C)CN1CCNC(=O)C1CC(=O)NCCc1ccc(C(F)(F)F)cc1 (stereo not given)	4	i	0	-5	1.1	3	-6	-1	2
Cc1cccc(C)c1N1CCN(c2nc(N(C)C)oc(=O)c2C#N)CC1	0	i	5	-4	-0.7	2	14	-1	56*
Cc1ccc2c(c1)C1(SC(C)C(=O)N1c1ccc(Cl)cc1)C(=O)N2 (stereo not given)	-2	i	7	-4	-1.5	3	-13	-2	-8
COc1ccccc1-c1c(C)nn2c(C)cc(C)nc12	0	i	-1	0	0.3	0	4	-2	-3
CSc1nsc(SCC(=O)Nc2nncs2)n1	3	i	-1	-4	0.1	-4	11	-2	-2

Continuation.
SMILES	CSN deneddyl inh	Rpn11 inh	E coli Lon inh	MT1-MMP act inh	MsrA inh	Rin1 Abl inh	PABP1 MLLE inh	bovine MsrA act	FAS TE block
c1ccc(Cn2nnnc2C(c2cccnc2)N2CCN(C3CCCCC3)CC2)cc1 (stereo not given)	-3	i	0	2	0.2	0	4	0	-6
CCOC(=O)CN1C(=O)S/C(=C/c2ccco2)C1=O	4	i	-8	1	3.6	-1	5	-4	-5
COc1cc(OC)cc(-c2c(-c3ccc(F)cc3)c3cc(-c4ccc5c(c4)OCCO5)ccc3n2C)c1	-12	i	-17	-2	-0.9	-21	16	-1	32
CC(C)(C)n1nc2c(c1NC(=O)c1ccc(S(=O)(=O)N3CCCC3)cc1)CSC2	2	i	5	-4	-0.1	-3	22	-1	-1
CCOC(=O)C1=C(O)C(=O)N(C2CCCCC2)C1	-3	i	1	-1	1.0	-1	14	-3	-8
O=[N+]([O-])c1ccc2c(c1)ncn2CCc1ccccc1	0	i	-5	2	1.0	1	-5	-1	13
COc1ccc(S(=O)(=O)N2CCCC2C(=O)Nc2nnc(-c3cccnc3)s2)cc1 (stereo not given)	6	i	0	3	0.8	2	2	-3	-5
O=C(CSc1ncnc2sccc12)NCc1ccc2c(c1)OCO2	4	i	-10	-4	0.9	2	1	-4	3
COC(=O)Nc1nnc(CC(=O)Nc2ccccc2C)s1	0	i	5	-2	2.0	-3	-8	-2	-4
Cc1cc(SCC(=O)Nc2c(C)n(C)n(-c3ccccc3)c2=O)nc2ccccc12	4	i	-11	-3	0.5	-6	4	-5	-5
CCOc1ccc(OCCC(=O)OCC(=O)N2CCN(S(=O)(=O)c3ccc(C)cc3C)CC2)cc1	-6	i	20*	-1	-0.6	3	-105	-4	24
COc1ccc(CC(=O)Nc2ccccc2N2CCCC2)cc1	-2	i	-6	-1	0.3	-2	0	-6	2
COc1ccc(N(CC(=O)NN=C2CCCCCCC2)S(=O)(=O)c2ccccc2)cc1Cl	5	i	-4	-3	-1.1	2	6	-2	18
Cc1cc(=O)[nH]c(/N=C(\N)Nc2ccc3c(c2)OCCO3)n1	-6	i	-3	4	1.0	4	8	-1	-4
CCOC(=O)C1CCN(S(=O)(=O)c2ccc(OC)c(C(=O)N3CCCCC3)c2)CC1	0	i	-1	0	-0.2	4	2	-3	-7
NS(=O)(=O)c1ccc(NC(=O)CNC(=O)c2ccc3c(c2)OCO3)cc1	3	i	-1	-2	0.8	0	-15	-3	-8
COC(=O)c1c(N2C(=O)CC(Sc3ccccc3C(=O)O)C2=O)sc(C)c1C (stereo not given)	3	i	2	-1	2.4	1	22	-4	-3
CCCOC(=O)c1ccc(NC(=O)COC)cc1	0	i	-10	0	0.1	1	7	-5	-6
Cc1ccc(C(=O)COC(=O)c2ccc(O)cc2)cc1	-5	i	-4	-3	-1.6	0	-12	-10	-6
O=C(CCC1CCCN(C(=O)c2ccc3cc[nH]c3c2)C1)NCc1ccc(F)c(F)c1 (stereo not given)	3	i	7	-1	-0.6	2	0	-6	4
O=[N+]([O-])c1c(NCc2ccco2)ccc2nonc12	36	i	0	0	-0.8	-5	9	-2	2
Cc1ccc(C)c(OCC(=O)Nc2ccccc2C(=O)NC2CC2)c1	-2	i	-14	-2	2.2	-1	3	-2	-6
COCCCN1C(=O)C(=O)/C(=C(/O)c2ccc(S(=O)(=O)N3CCOCC3)cc2)C1c1ccc(C)cc1 (stereo not given)	1	i	-2	0	1.3	1	3	-9	-3
CCN1CCN(c2ncnc3sc4c(c23)CCC(C)C4)CC1 (stereo not given)	1	i	-6	1	1.4	0	3	-3	-1
O=c1[nH]c2ccc(Cl)cc2c(-c2ccccc2)c1[N+](=O)[O-]	5	i	-1	-13	1.4	1	5	-5	7
CC(C)c1ccc(NC(=O)NN2CCOCC2)cc1	-2	i	2	0	0.3	0	2	-9	-11
COc1ccc(NC(=O)CCOc2ccc(C)cc2)c(OC)c1	2	i	0	3	-0.8	1	2	-2	4
COc1ccc(CCN2C(=O)CC(Nc3ccc(N4CCOCC4)cc3)C2=O)cc1OC (stereo not given)	0	i	-2	8	0.7	-3	8	-2	1
Cc1ccc(OCCC(=O)Nc2ccc3c(c2)OCO3)cc1	-1	i	-5	4	1.2	6	-18	-10	-3
COc1cccc(/C=C/C(=O)NCCc2ccc(OC)c(OC)c2)c1	1	i	0	5	0.4	-1	-15	-10	-4
CC(=O)Nc1cc(-c2ccc(F)cc2)cn2c(-c3ccc(F)cc3)cnc12	11	i	-17	-7	1.3	-3	-33	1	4
CCc1ccc(C(=O)NCC2(c3ccccc3)CCOCC2)o1	-4	i	12	0	-0.9	4	10	-5	-8
CCC1(c2ccc(F)cc2)NC(=O)N(CC(=O)N2CCN(C(=O)c3ccco3)CC2)C1=O (stereo not given)	-5	i	-6	-1	-1.4	3	-7	-3	-7
O=C(C1CCCC1)N1CCC(CO)(Cc2ccccc2Cl)CC1	5	i	4	0	-2.3	0	4	-3	4
Cc1ccc(C(=O)c2ccccc2C(=O)OCC(=O)Nc2cccc([N+](=O)[O-])c2)cc1	2	i	-2	-1	-0.3	-1	-8	-1	34
c1ccc2c(c1)ncn2-c1ncnc2sc3c(c12)CCCC3	5	i	1	-3	1.0	-1	9	-1	4
